Screening results (PubChem BioAssay)
Tb PFK block: qHTS Assay to Find Inhibitors of T. brucei phosphofructokinase; ATP-dependent 6-phosphofructokinase (Trypanosoma brucei brucei), O15648; T. brucei PFK, ADP-Glo luminescence; Potency, µM (titrated, usually from 57.5 µM), for the others: at the highest dose activity, negative = inhibition, usual class: inhibitors; 330,000 compounds, 0.17% hits; AID 485367, 2010;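 also: potency is read from the fitted curve at half-maximal effect; 0% = uninhibited 1x PFK enzyme wells and -100% = no-enzyme wells; nearly all actives have a fitted effect of over 60% in size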
Target sequence (O15648 whole entry, looked up): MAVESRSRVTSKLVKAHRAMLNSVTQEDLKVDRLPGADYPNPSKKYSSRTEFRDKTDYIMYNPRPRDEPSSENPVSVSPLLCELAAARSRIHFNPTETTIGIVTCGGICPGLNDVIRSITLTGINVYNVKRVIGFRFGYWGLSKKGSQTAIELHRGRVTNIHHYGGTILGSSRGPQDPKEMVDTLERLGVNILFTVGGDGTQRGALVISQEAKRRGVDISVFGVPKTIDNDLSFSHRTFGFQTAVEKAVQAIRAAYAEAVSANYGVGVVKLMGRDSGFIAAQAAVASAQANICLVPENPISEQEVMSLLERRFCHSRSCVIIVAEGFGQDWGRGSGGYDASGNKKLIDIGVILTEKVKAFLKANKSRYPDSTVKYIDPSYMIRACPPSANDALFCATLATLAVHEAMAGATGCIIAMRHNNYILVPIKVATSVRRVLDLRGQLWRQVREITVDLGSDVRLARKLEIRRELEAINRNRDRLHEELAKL
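PFK 1.25 nM, F6P 0.5 mM, ATP 0.1 mM, 0.1 M TEA pH 8.0, 5 mM MgCl2, 0.01% Tween20, 0.1% BSA; 45 min RT. ADP-Glo readout. qHTS titration up to 57 uM; curves fitted, compounds curve-classed.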
B2AR arrestin: qHTS assay of beta-arrestin-biased ligands of beta2-adrenergic receptor; beta-arrestin recruitment to beta2AR, cell-based reporter; AID 492947, 2010; Potency, µM (titrated, usually from 46.1 µM), without a hit: top-dose activation, most hits filed as activators; 330,000 compounds, 0.02% hits;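 also: potency is read from the fitted curve at half-maximal effect; 0% = DMSO controls and full agonism = EC100 isoproterenol or metaproterenol; nearly all actives have a fitted effect of over 65% in size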
S-ASM inh: Inhibitors of Secretory Acid Sphingomyelinase (S-ASM): qHTS. Sphingomyelin phosphodiesterase (Homo sapiens), P17405. placental ASM, HMU-PC fluorogenic substrate, 60 min. Potency, µM (doses to about 57.5 µM), inactives show at the top dose activity change, negative = inhibition, usual class: inhibitors. 340,000 compounds, 0.006% hits. AID 504937, 2011; also: potency is read from the fitted curve at half-maximal effect
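Human placenta-derived ASM preincubated with compound 10 min at room temperature, then reacted with 9 uM (final) fluorogenic HMU-PC substrate for 60 min at 37 C. Stop solution raises pH to 10; fluorescence read at Ex 386/Em 447 nm.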
BCR signal inh: qHTS Assay to Find Inhibitors of Chronic Active B-Cell Receptor Signaling. ABC-DLBCL IkBa-CBG/CBR reporter, luminescence ratio, 4 h. Potency, µM (doses to about 46.1 µM), for the others: at the top dose ratio change, negative = lower green/red ratio, usual class: inhibitors. 340,000 compounds, 0.05% hits; active = well fitted inhibition curve with a large enough effect in the signal ratio, with a control signal flat, not every such curve was filed as active; inconclusive = small, poorly fitted or top-dose-only effect, or effect the other way, or a change in a side signal; the % refers to the signal ratio;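 also: potency is read from the fitted curve at half-maximal effect; plate controls were basal doxycycline-induced cells for no effect and cells given 10 µM MG132 for full effect; MG132 reads +100%, hits lower the ratio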
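Doxycycline induced both beetle luciferases in TMD8 lymphoma cells; IKK-driven degradation limits the IkappaBalpha-fused green signal, while red luminescence normalises for cell number and nonspecific effects. Compounds tested up to 46 uM, 4 hrs.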
TSG101-PTAP inh: qHTS Assay for Iinhibitors of HIV-1 Budding by Blocking the Interaction of PTAP/TSG101 | Tumor susceptibility gene 101 protein (Homo sapiens), Q99816 | Fluorescence polarization, FITC-PTAP peptide / Tsg101 binding | Potency, µM (doses to about 115 µM), for inactives: at the top dose activity change, negative = inhibition, usual class: inhibitors | 340,000 tested, under 10 active; active = well fitted inhibition curve with a large enough effect in the main read-out, with a control signal flat, not every such curve was filed as active; inconclusive = small, poorly fitted or top-dose-only effect, or effect the other way, or a change in a side signal; inactive = no such curve, though single readings can be large or run the other way; also: potency is read from the fitted curve at half-maximal effect; % of control where 0% means no effect
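Steps: Tsg101 binding domain dispensed (10 uM final), compounds pinned in DMSO, FITC-labeled PTAP-motif peptide added (50 nM final); after 20 min binding at room temperature, polarization measured.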
Giardia kill: Small Molecules that selectively kill Giardia lamblia: qHTS. AID 540267, 2011. Giardia lamblia trophozoite viability. activity change, % at 7.66 µM, hits read low. 340,000 compounds, 0.15% hits; in the data active = activity change below about -80%; inconclusive = between about -30% and that limit;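 also: parasites exposed to compound for two days anaerobically before the ATP read; % is scaled to controls: 0 for no effect and ±100 for the full control effect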
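Trophozoites 100 cells/well + cpd; 48 hrs, 37 deg C, anaerobic. ATPLite 1-Step added, 15-30 min RT, luminescence read (ATP-based viability).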
FBPA coupling cs: qHTS Assay for Inhibitors of Fructose-1,6-bisphosphate Aldolase from Giardia Lamblia: Coupling assay counterscreen; coupling enzyme system counterscreen, AmpLite Red fluorescence; activity change, negative = inhibition, % at 58.2 µM, hits read low; 290,000 compounds, 0.67% hits; in the data active = activity change below about -30%; also: % is scaled to controls: 0 for no effect and ±100 for the full control effect
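Activity here indicates interference with the coupling reaction, not aldolase inhibition. Compounds at 57.5 uM final met coupling enzymes for 10 min at RT; substrate and AmpLite Red detection followed, with a 525/598 nm fluorescence read after 20 min.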
Integrin act MD: qHTS for Activators of Integrin-Mediated Alleviation for Muscular Dystrophy; Potency, µM (highest dose often 38.3 µM), without a hit: at the top dose activation, actives largely listed as activators; alpha7betagal myoblasts, beta-gal FDG fluorescence, 48 h; 350,000 compounds, 0.064% hits; AID 624291, 2012;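 also: potency is read from the fitted curve at half-maximal effect; 100% = response of the positive control SU9516; nearly all actives have a fitted effect of over 60% in size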
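alpha7betagal+/- myoblasts (passage 13, 250/well) treated 48 h at 37C with compounds at 1:260 dilution of DMSO stock. Lysed, then beta-galactosidase activity read as FDG fluorescence (ex 480/em 540) after 30 min, with pre-read for autofluorescence.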
PKM2 act: qHTS Assay for Activators of Human Muscle isoform 2 Pyruvate Kinase; 260,000 compounds, 0.34% hits; purified PKM2, Kinase-Glo ATP luminescence, activation; response scale: 0% is enzyme alone, no compound; Potency, µM (series often up to 57.5 µM), for inactives: at the highest dose activation, actives largely listed as activators; AID 1631, 2009; also: potency is read from the fitted curve at half-maximal effect; % is scaled to controls: 0 for no effect and ±100 for the full control effect; nearly all actives have a fitted effect of over 55% in size
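Kinase-Glo luminescence reports ATP generated from ADP (0.1 mM) and PEP (0.5 mM) by purified hPK-M2 after 1 h at room temperature, pH 7.2 imidazole buffer; intermediate enzyme activity allows detecting inhibitors and activators.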
Menin-MLL TR inh: qHTS Assay for Inhibitors Targeting the Menin-MLL Interaction in MLL Related Leukemias: Competition With Texas Red Labeled MLL-derived Mutant Peptide. O00255. Menin + Texas Red MLL mutant peptide, fluorescence polarization. Potency, µM (series often up to 61.6 µM), for the others: at the top dose FP activity change, negative = inhibition, usual class: inhibitors. 270,000 compounds, 0.23% hits; active = well fitted inhibition curve with a large enough effect in the polarisation, with a control signal flat, not every such curve was filed as active; inconclusive = small, poorly fitted or top-dose-only effect, or effect the other way, or a change in a side signal; inactive = no such curve, though single readings can be large or run the other way; the % refers to the polarisation; also: potency is read from the fitted curve at half-maximal effect; % of control where 0% means no effect; many of its hits are not listed in these tables
GALK inhibitor: qHTS Assay for Inhibitors of Human Galactokinase (GALK); Purified GALK, Kinase-Glo residual ATP luminescence; Potency, µM (doses to about 57.5 µM), for the others: at the top dose activity change, negative = inhibition, most hits filed as inhibitors; 270,000 compounds, 0.007% hits; also: potency is read from the fitted curve at half-maximal effect; % is scaled to controls: 0 for no effect and ±100 for the full control effect
Target sequence (P51570 whole entry, looked up): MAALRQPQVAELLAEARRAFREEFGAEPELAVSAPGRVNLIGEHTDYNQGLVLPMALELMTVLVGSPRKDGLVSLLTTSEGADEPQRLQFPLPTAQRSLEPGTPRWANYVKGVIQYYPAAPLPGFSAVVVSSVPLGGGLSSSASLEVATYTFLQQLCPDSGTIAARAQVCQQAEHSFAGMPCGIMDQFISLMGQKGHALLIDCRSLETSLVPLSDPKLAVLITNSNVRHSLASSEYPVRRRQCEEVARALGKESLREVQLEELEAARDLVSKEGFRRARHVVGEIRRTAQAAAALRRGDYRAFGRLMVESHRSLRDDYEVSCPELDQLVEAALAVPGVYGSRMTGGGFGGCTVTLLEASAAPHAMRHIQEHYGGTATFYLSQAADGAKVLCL
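Quantitative HTS: GALK 5 nM, ATP 35 uM, galactose 100 uM, 1 h room temperature, then luciferase-based ATP detection.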
* = called active by the depositor; i = inactive; u = inconclusive; x = no result given; [ ] = another dose, or the depositor's remark. Unless noted, calls follow the shape of the dose curve; as a rule, active = well fitted curve in the direction sought with a large enough effect; inconclusive = small, poorly fitted or top-dose-only effect, or another doubt; inactive = no such curve, though single readings can be large; an effect the other way counts as inactive or inconclusive.

SMILES	Tb PFK block	B2AR arrestin	S-ASM inh	BCR signal inh	TSG101-PTAP inh	Giardia kill	FBPA coupling cs	Integrin act MD	PKM2 act	Menin-MLL TR inh	GALK inhibitor
COC(C(=O)N1CCC(n2nccc2NC(=O)C2CC2)CC1)c1ccccc1 (stereo unspecified)	0%	0.1%	-1%	0%	0%	9	x	0%	x	x	-2%
NC(=O)c1nsc(C(=O)N(Cc2ccc(F)cc2)C(C(=O)NCC2CCCO2)c2ccc(F)cc2)c1N (stereo unspecified)	2%	0.5%	393%[activator]	3%	-6%	14	0	u	-7%	-13%	0%
COC1CCN(C(=O)c2ccc(OC3CCN(Cc4ccccn4)CC3)cc2)CC1	-1%	0.5%	1%	u	1%	-12	-4	-52%[inhibitor]	-2%	-13%	8%
CC(Sc1nc2ccc(C(=O)c3ccccc3)cc2[nH]1)C(=O)O (stereo unspecified)	0%	0.1%	4%	-5%	0%	-7	5	12%	-22%	-19%	-3%
O=C1NC(=S)N/C1=C/c1ccc2ccccc2c1	2%	-0.9%	-2%	u	0%	-19	4	5%	-1%[11.5 µM]	x	-6%
O=c1c([N+](=O)[O-])cc(C(F)(F)F)cn1Cc1cccc(Cl)c1	-9%	-0.3%	0%	1%	-1%	u	-1	-5%	1%	15%	-1%
CCOc1ccc(C2OC34CCCCC3C(C#N)(C#N)C2(C#N)C(=N)O4)cc1OC (stereo unspecified)	2%	0.2%	i	19%	-27%	-5	-6	1%	3%	x	-2%
CC(=O)Nc1ccc(N2C(=O)CC(N3CCN(Cc4ccc5c(c4)OCO5)CC3)C2=O)cc1 (stereo unspecified)	0%	-0.7%	-2%	-23%	-2%	-9	2	9%	-1%	1%	1%
O=C(Nc1ccccc1)c1ccccc1C(=O)N1CCCCC1	-2%	0.0%	1%	u	1%	5	1	8%	5%	-10%	0%
CCCCn1nnnc1SCC(=O)N1CCN(C(=O)c2ccco2)CC1	5%	-0.1%	-3%	-11%	-9%	-2	1	-7%	4%	13%	-1%
CC1=C(C#N)C2C(/C1=N/O)C2(C)C (stereo unspecified)	-6%	0.2%	-3%	-4%	1%	-1	-1	-4%	-5%	1%[11.7 µM]	1%
CCCCCCn1c(=O)[nH]c2c(c1=O)CCC2	-4%	-0.1%	3%	-1%	-4%	-8	2	-14%	-2%	x	3%
O=C(NCC#CCOCc1ccccc1)c1ccccc1	-6%	-0.1%	2%	u	x	25	-2	4%	-2%	-16%	x
COc1ccc(/C(N)=N/OC(=O)Cc2cccs2)cc1OC	4%	0.3%	-5%	4%	0%	-3	-4	11%	-2%	10%	2%
CCC12OC(=N)C(C#N)(C1C)C(C#N)(C#N)C(c1ccccc1)O2 (stereo unspecified)	0%	-0.1%	i	4%	-3%	-5	2	2%	-5%	-6%	0%
CCN1CCN(CCC(=O)Nc2ccc(C)cc2)CC1	-2%	-0.7%	5%	0%	-17%	u	1	21%	4%	10%	1%
CCc1ccccc1NC(=O)NCc1cccnc1	1%	0.0%	-1%	0%	-5%	5	-1	21%	-10%	6%	-4%
N#CCCn1cc(C(=O)O)c(-c2cc3ccccc3o2)n1	-6%	-1.2%	1%	5%	-4%	-4	13	-7%	-10%	-9%	0%
COc1ccc(N=C2SCC(c3ccccc3)=NN2C)cc1	0%	2.8%	-2%	-2%	1%	7	-1	-5%	0%	x	-2%
CC(=O)Nc1c(N)c2ccccc2oc1=O	-2%	0.0%	5%	-2%	-2%	-6	-3	-4%	-8%	-12%	5%
CCCc1nnc(SCC(=O)N2CCCCC2C)n1CCOC (stereo unspecified)	2%	0.1%	-1%	u	-1%	-1	1	32%	0%	-4%	0%
Cc1ccc2oc(=O)c3cnn(CC(=O)N(CCC(C)C)Cc4ccco4)c3c2c1	1%	-0.7%	-1%	-4%	-5%	16	2	-7%	-6%	-4%	4%
CC1CCC2(CC1)NC(=O)N(CC(=O)Nc1ccc3[nH]c(=O)[nH]c3c1)C2=O (stereo unspecified)	18%	-0.1%	6%	-4%	-9%	27	x	18%	x	x	x
COc1cc(/C=C2\C(=N)N3N=C(S(C)(=O)=O)SC3=NC2=O)ccc1OC(=O)c1cccs1	11%	-0.1%	u	5%	2%	-14	7	44%	x	u	-26%
O=C(Cc1csc(N2CCOCC2)n1)N/N=C/c1cccc(O)c1	0%	-0.1%	-2%	12%	-2%	7	2	1%[7.66 µM]	-5%	x	-2%
SMILES	Tb PFK block	B2AR arrestin	S-ASM inh	BCR signal inh	TSG101-PTAP inh	Giardia kill	FBPA coupling cs	Integrin act MD	PKM2 act	Menin-MLL TR inh	GALK inhibitor
O=C(NCc1cc([N+](=O)[O-])ccc1O)c1cccnc1Sc1ccccc1	1%	0.2%	0%	u	-6%	-12	x	22%	0%	x	2%
Cc1nc(Cl)c(Cl)n1CCOc1ccccc1	-4%	0.3%	-1%	-8%	-4%	2	0	-19%	-4%	x	1%
C#CCNC(=O)C1=C[C@@H](c2coc3ccccc3c2=O)C[C@@H](OCCCCO)O1	1%	-0.5%	4%	10%	-3%	1	1	13%	1%	-23%	0%
NC(=O)c1cnn2c1NC(c1ccc(F)cc1)CC2C(F)(F)F (stereo unspecified)	6%	-0.1%	2%	-1%	1%	7	5	-13%	2%	-9%	2%
COC(=O)c1[nH]c2cccc(OC)c2c1NC(=O)CN1CCN(c2cccc(OC)c2)C(C)C1 (stereo unspecified)	-4%	-0.1%	-3%	u	-11%	11	3	u	-1%	9%	0%
COc1cccc(CNC(=O)CCS(=O)(=O)c2ccc3c(c2)NC(=O)C(C)S3)c1 (stereo unspecified)	-8%	-0.9%	-1%	8%	-4%	28	2	0%	9%	0%	7%
Brc1cccc(OCCN2CCOCC2)c1	-8%	0.0%	4%	-2%	-11%	25	2	0%	2%	-1%	4%
Cc1ccc(C(=O)Nc2cc(C(F)(F)F)ccc2-n2cncn2)o1	1%	-0.2%	3%	0%	-1%	9	x	-7%	x	x	x
O=C(Cn1cc(C(F)(F)F)ccc1=O)N/N=C/c1ccccc1O	-2%	-0.8%	15%	15%	1%	5	1	-30%	-2%	x	3%
CCOC(=O)C1CCCN(C(=O)c2ccc(OC)c([N+](=O)[O-])c2)C1 (stereo unspecified)	6%	-0.7%	8%	1%	0%	-6	5	1%	3%	-2%	0%
CCn1cc(C(=O)OCC(=O)c2cc(C)n(-c3cccc(C(F)(F)F)c3)c2C)c(=O)c2ccc(C)nc21	12%	7.7%	-19%	10%	1%	-21	10	-10%	9%	-21%	1%
C/C(=N\Nc1ccc([N+](=O)[O-])cc1)c1ccc(N2CCOCC2)cc1	1%	0.4%	-11%	4%	3%	18	4	-3%	-4%	x	-2%
CC(=O)Nc1c(-c2cc(=O)oc3cc(C)ccc23)oc2ccccc12	0%	0.0%	8%	-8%	1%	3	0	0%	x	1%	4%
Fc1ccccc1-c1nnc2ccc3ccccc3n12	-5%	-0.5%	3%	-9%	-2%	-5	-14	-30%	-6%	-7%	-3%
CCOC(=O)C1CCN(C2=C(NS(=O)(=O)c3ccc(Cl)cc3)C(=O)c3ccccc3C2=O)CC1	2%	0.0%	-10%	2%	u	-3	-22	19%	-4%	x	4%
CCN(CC)Cc1nc2sc(C)c(C)c2c(=O)[nH]1	-9%	0.2%	4%	2%	-3%	-14	-1	-4%	-4%	10%	1%
COc1ccc(/C=C/C(=O)OCn2c(SC)nnc(C)c2=O)cc1OC	2%	-1.1%	2%	-5%	-8%	-2	4	-32%	-3%	-9%	0%
O=C(CSc1ccc(-c2cccc([N+](=O)[O-])c2)nn1)N1CCCC1	2%	-0.2%	0%	3%	-8%	-14	-4	-9%	69%	23%	-2%
CN1C(=O)N(CC(=O)N2CCN(S(=O)(=O)c3ccc(Cl)s3)CC2)C(=O)C12CCCCC2	0%	-0.1%	7%	-1%	-2%	-12	x	u	x	x	x

Only part of the results is shown; count on the stated rates, not on these rows.
